NR2F2 inh – NR2F2 transcriptional activity inhibitors, primary screen, cell-based, luciferase reporter, HEK293T, luminescence | inhibition, % at 8.6 µM | COUP transcription factor 2 (Homo sapiens), P24468 | HEK293T NGFI-A luciferase reporter | 0.7% of 370,000 active | AID 686940, 2013;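 active = inhibition above a per-plate cutoff, mean inhibition of test wells between control levels plus 3 SD, cut at about 38% in these data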;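 also: cells cotransfected with COUP-TFII expression vector driving the NGFI-A reporter; 0% = median of COUP-TF2 test wells and 100% = reporter-only cells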
C8 TRAIL sens – viability loss with TRAIL in NB7+C8 cells, primary screen, TRAIL sensitizer project, cell-based, ATPlite luminescence | AID 624354, 2012 | inhibition (viability loss, TRAIL sensitization), % at 10 µM | 1% of 360,000 active;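 active = compounds causing at least 50% loss of cell viability in the single-dose screen, relative to plate controls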
NCOA2 inhibitor – inhibition of GAL4-SRC2 driven luciferase reporter, primary screen, SRC2 inhibitor project, cell-based, luminescence. Nuclear receptor coactivator 2 (Homo sapiens), Q15596. HEK293 GAL4-SRC2 luciferase reporter. inhibition, % at 9 µM. 0.17% of 370,000 active. AID 651957, 2012;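 active = inhibition above the mean inhibition of all tested compounds plus 3 SD, set per campaign, cut at about 52% in these data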;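 also: 0% = DMSO treated cells and 100% = cells given Gossypol at 36 µM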
Target sequence (Q15596 whole entry, looked up, the tested form may be a part): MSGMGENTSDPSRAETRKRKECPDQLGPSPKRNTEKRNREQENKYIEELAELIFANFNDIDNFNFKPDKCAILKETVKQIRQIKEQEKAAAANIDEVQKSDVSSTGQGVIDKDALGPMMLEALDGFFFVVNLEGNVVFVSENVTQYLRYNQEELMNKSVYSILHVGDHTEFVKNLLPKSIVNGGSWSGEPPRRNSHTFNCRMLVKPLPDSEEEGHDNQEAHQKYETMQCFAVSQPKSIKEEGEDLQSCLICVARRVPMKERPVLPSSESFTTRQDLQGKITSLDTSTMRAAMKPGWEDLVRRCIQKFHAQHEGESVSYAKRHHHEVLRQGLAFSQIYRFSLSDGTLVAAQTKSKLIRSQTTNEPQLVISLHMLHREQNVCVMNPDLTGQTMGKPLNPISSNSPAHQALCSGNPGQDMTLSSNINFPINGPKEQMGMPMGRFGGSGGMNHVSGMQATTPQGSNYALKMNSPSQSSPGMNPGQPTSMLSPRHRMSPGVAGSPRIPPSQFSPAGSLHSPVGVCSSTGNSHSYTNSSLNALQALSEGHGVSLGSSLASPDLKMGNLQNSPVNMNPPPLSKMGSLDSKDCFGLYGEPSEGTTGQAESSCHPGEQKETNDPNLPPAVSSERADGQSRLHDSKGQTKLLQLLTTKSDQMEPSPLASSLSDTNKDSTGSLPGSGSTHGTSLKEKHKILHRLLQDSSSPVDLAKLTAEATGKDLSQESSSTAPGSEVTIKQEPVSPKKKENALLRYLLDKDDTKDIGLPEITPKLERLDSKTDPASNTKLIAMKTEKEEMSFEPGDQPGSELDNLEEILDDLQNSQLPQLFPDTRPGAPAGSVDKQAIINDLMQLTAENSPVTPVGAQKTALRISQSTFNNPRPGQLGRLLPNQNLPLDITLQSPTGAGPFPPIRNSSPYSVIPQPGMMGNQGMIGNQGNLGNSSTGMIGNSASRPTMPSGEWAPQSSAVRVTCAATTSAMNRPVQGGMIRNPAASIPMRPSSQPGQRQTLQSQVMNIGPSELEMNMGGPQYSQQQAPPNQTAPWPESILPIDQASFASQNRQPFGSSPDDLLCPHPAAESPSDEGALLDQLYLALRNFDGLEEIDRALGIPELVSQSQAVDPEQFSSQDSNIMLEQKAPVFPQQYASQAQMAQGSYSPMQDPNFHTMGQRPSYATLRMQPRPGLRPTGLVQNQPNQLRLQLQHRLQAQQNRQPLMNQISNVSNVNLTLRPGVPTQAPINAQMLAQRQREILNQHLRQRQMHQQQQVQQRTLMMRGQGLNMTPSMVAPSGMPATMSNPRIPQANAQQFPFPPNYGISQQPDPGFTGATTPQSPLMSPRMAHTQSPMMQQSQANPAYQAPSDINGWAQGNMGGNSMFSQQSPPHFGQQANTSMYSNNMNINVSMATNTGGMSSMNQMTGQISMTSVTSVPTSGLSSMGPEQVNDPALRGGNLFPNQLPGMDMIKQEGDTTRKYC
TROY NFkB inh – inhibitors of TROY-driven NF-kB signaling, primary screen, Q293 LMP1-TROYcd cells, NF-kB luciferase, uHTS; inhibition, % at 10 µM; Q293 LMP1-TROYcd NF-kB luciferase reporter, 4 h; 0.98% of 360,000 active; AID 1347056, 2019;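 active = compounds whose plate-normalised and pattern-corrected inhibition of the luciferase reporter signal at the single screening dose is 50% or more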
EBV LMP1 NFkB – EBV LMP1-driven NF-kappaB luciferase reporter inhibitors, primary screen, cell-based, luminescence, single point. LMP1-induced NF-kappaB luciferase reporter cells. inhibition, % at 12.5 µM. 0.69% of 350,000 active. AID 504558, 2011; in the data active = inhibition above about 41%;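 also: 0% = neutral control wells and 100% = reference inhibitor control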
NOD2-RIPK2 inh – NOD2-RIPK2 binding disruptors in cells, primary screen, fluorescence, CHO cells, BLA complementation. CCF4 ratio. inhibition, % at 4.98 µM. Receptor-interacting serine/threonine-protein kinase 2 (Homo sapiens), O43353. 0.38% of 360,000 active; in the data active = inhibition above about 21%;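 also: 0% = vehicle only and 100% = reference blocker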
TWEAK-Fn14 inh – inhibitors of TWEAK-Fn14 signaling, primary screen, luciferase reporter cells, uHTS | TWEAK-stimulated Fn14 reporter cells, luciferase luminescence, 8 h | inhibition, % at 10 µM | 2% of 360,000 active; in the data active = inhibition above about 50%
NCOA1 inh – SRC1 coactivator transcriptional activity inhibitors, primary screen, cell-based, luminescence. Nuclear receptor coactivator 1 (Homo sapiens), Q15788. inhibition, % at 3.6 µM. 0.12% of 360,000 active. HEK293 GAL4-SRC1 luciferase reporter;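 active = inhibition above the campaign mean plus 3 SD, with each screening campaign given its own cutoff, cut at about 60% in these data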;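 also: 0% = DMSO treated cells and 100% = gossypol at 36 µM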
TLR9-MyD88 inh – inhibitors of TLR9-MyD88 association in cells, primary screen, cell-based, CHO, BLA complementation, fluorescence; AID 504734, 2011; CCF4 FRET ratio; inhibition, % at 4.98 µM; Toll-like receptor 9 (Homo sapiens) + Myeloid differentiation primary response protein …; 0.21% of 340,000 active;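 active = inhibition above the mean over all tested compounds plus 3 SD, cut at about 21% in these data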;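 also: 0% = DMSO only wells and 100% = clavulanate BLA inhibitor control wells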
NCOA3 inh – SRC3 coactivator transcriptional activity inhibitors, primary screen, cell-based, luminescence. Nuclear receptor coactivator 3 (Homo sapiens), Q9Y6Q9. HEK293 GAL4-SRC3 luciferase reporter. inhibition, % at 3.6 µM. 0.17% of 360,000 active. AID 588352, 2011;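 active = inhibition above a per-campaign cutoff, the mean of all compounds plus 3 SD, cut at about 60% in these data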;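 also: 0% = DMSO-treated cells and 100% = gossypol-treated cells at 36 µM; higher means less SRC3-driven luciferase light from the GAL4 reporter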
LRH-1 inv ag – LRH-1 (NR5A2) inverse agonists, primary screen, cell-based, luminescence, HEK293T, StAR-luciferase reporter | LRH-1 transfected, 24 h | inhibition, % at 3.6 µM | 0.13% of 360,000 active;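 active = inhibition above the mean inhibition of all tested compounds plus 3 SD, cut at about 73% in these data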;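 also: 0% = DMSO wells and 100% = reporter-only cells lacking LRH-1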
Active calls of the source: *; . = not tested or not shown.

SMILES	NR2F2 inh	C8 TRAIL sens	NCOA2 inhibitor	TROY NFkB inh	EBV LMP1 NFkB	NOD2-RIPK2 inh	TWEAK-Fn14 inh	NCOA1 inh	TLR9-MyD88 inh	NCOA3 inh	LRH-1 inv ag
CCSc1nnc(-c2cc(Br)ccc2N)c(=O)[nH]1	16	-4	-72	-30	5	-7	12	-9	4	-2	-8
O=C(C1CCCCC1)N1C[C@@H](O)[C@H](n2cc(-c3ccc(F)cc3)nn2)C[C@@H]1c1ccccc1	-4	29	16	-7	-5	-5	3	0	-3	2	32
Nc1nccc(/C=C/c2c(Cl)cccc2Cl)n1	2	8	-3	15	5	3	36	-4	1	3	17
CCOc1ccc(OCCC(=O)OCC(=O)N2CCN(S(=O)(=O)c3ccc(C)cc3)CC2)cc1	-11	24	6	11	1	6	7	-18	1	-6	1
Cc1cc(N/C(=N\S(=O)(=O)c2ccc(F)cc2F)c2ccccc2)no1	7	-4	-4	-19	-1	-12	19	-13	-4	22	-2
COCCCNC(NC(=O)c1ccc(Cl)cc1)C(Cl)(Cl)Cl (configuration not stated)	0	-6	-9	11	-8	-12	11	0	-5	13	0
CC(C)c1cccc(OCCCCN(C)C)c1	-6	-4	14	0	-2	-5	-10	0	5	4	5
CCN1CCN(c2ccc(S(=O)(=O)N3CCCCC3)cc2NC(=O)c2cccc(C)c2)CC1	16	-10	-1	8	4	-4	-1	-2	5	-1	-9
COc1ccc(CNc2ncc(-c3ccc(Cl)cc3)n2C)c(OC)c1OC	-11	15	10	46	-5	-3	2	-2	0	0	9
O=S(=O)(c1ccc(Br)s1)N1CCN(CCOc2ccccc2)CC1	-10	15	10	-6	-3	-6	16	-4	-2	1	4
CCN(CC(=O)NCc1ccc(Cl)cc1)S(=O)(=O)c1ccc(NC(C)=O)cc1	-20	-4	-11	-4	-9	-1	12	-10	1	-3	-33
COc1cccc(C(C(=O)NC(C)(C)C)N(C(=O)CCC(=O)Nc2cc(C)on2)C2CC2)c1OC (configuration not stated)	-4	-3	19	3	2	-10	16	12	-8	4	-15
O=C(Nc1cccc2ccccc12)c1ccc([N+](=O)[O-])o1	14	21	16	-9	-10	6	26	2	5	3	53
C[C@H](CO)N1C[C@H](C)[C@@H](CN(C)C(=O)CCC(F)(F)F)OCc2cnnn2CCCC1=O	-5	-3	-14	5	0	4	1	-36	-11	1	-13
COc1ccc(Cn2c(=O)[nH]c3cc(C(=O)NCCCN4CCCCCC4)ccc3c2=O)cc1	-9	2	-45	9	-18	1	-15	-30	2	-24	-30
O=C(NCc1ccco1)C1(S(=O)(=O)c2ccc(Cl)cc2)CC1	1	-4	3	-9	-3	-7	6	0	-4	-17	-5
COc1ccc([C@H]2CC(=O)C=C(c3ccc(C)cc3)C2)cc1OC	-1	0	-14	17	5	-1	-2	-9	-11	-17	3
Cc1cc(Nc2ccccc2Br)n2nc(C)nc2n1	6	-3	9	-11	1	-11	4	10	-14	22	17
O=C(COc1cccc(F)c1)NNC(=O)Cc1ccc(S(=O)(=O)N2CCOCC2)s1	-9	-9	16	13	-2	3	11	-29	-1	-11	7
Cc1nc(C(=O)N(C)C)nn1-c1cc(Cl)cc(Cl)c1	23	-7	-12	-3	8	-4	7	1	-7	3	26
COCCCn1cnc2c(c1=O)c1nc3ccccc3nc1n2-c1ccc(C)cc1	7	-11	5	-1	3	-4	-2	-1	-3	18	19
CCn1c(O)c(N=NC(=O)CNC(=O)c2ccccc2F)c2ccccc21	7	-8	-3	17	0	-2	-8	-17	-63	-1	-10
CC(C)(C)NC(=O)C(c1ccc(O)cc1)N(Cc1ccco1)C(=O)Cn1nnc(-c2cccs2)n1 (configuration not stated)	23	-24	0	-22	-8	0	10	-2	3	11	15
COc1ccc(-c2[nH]ncc2CN(CCO)CC23CC4CC(CC(C4)C2)C3)c(OC)c1	5	13	1	-6	-1	-7	45	-9	1	6	-7
CSc1nnc(C)c(=O)n1COC(=O)c1ccc(S(=O)(=O)N2CCCC2)cc1	-7	10	0	14	-1	-2	20	-9	-2	2	3

The listing continues.
SMILES	NR2F2 inh	C8 TRAIL sens	NCOA2 inhibitor	TROY NFkB inh	EBV LMP1 NFkB	NOD2-RIPK2 inh	TWEAK-Fn14 inh	NCOA1 inh	TLR9-MyD88 inh	NCOA3 inh	LRH-1 inv ag
COCCNC(=O)C1(C)CCCN(Cc2ccc3ccccc3c2Br)C1 (configuration not stated)	25	11	6	2	.	-1	1	-11	.	-2	1
C=CCNC(=O)c1onc(CSc2ccc(OC)cc2)c1C(=O)O	5	-16	-28	4	-3	-9	-6	5	9	8	19
CCOC(=O)N1CCC(NC(=O)CS(=O)Cc2nc(-c3ccc(OC)c(OC)c3)oc2C)CC1 (configuration not stated)	-3	-18	2	-9	-1	0	-18	-38	-10	24	5
COC(=O)c1ccc(NC(=S)N2CCN(Cc3cccc(C)c3)CC2)cc1	11	-17	-15	-3	6	1	8	-25	2	-5	-26
CC(=O)Nc1ccc(S(=O)(=O)c2cc(O)ccc2O)cc1	-8	3	15	-3	-3	8	-13	0	3	-2	12
O=C(NC(=S)Nc1ncccn1)c1ccccc1Br	-45	-10	-36	-10	-1	-5	0	-32	3	-37	-31
O=C(/C=C/c1c(F)cccc1Cl)c1ccc(F)cc1	3	-8	-6	-2	-1	-11	38	-5	3	7	-10
Cc1cc(C(=O)CN2CCC(C)CC2)c(C)n1-c1ccc(F)cc1	-49	0	-56	9	-29	-3	17	-138	-5	-95	-136
O=C(/C=C/c1cn(-c2ccccc2)nc1-c1cccs1)NCCN1CCOCC1	2	28	-10	-5	-2	-1	19	0	-12	25	20
CCN1CCN(c2ccc(S(=O)(=O)N3CCCCC3)cc2NC(=O)/C=C/c2ccc(OC)c(OC)c2)CC1	2	-5	7	14	7	2	-17	-22	9	8	11
CCCCCn1c(N2CCC(C(N)=O)CC2)nc2c1c(=O)[nH]c(=O)n2C	-5	-10	-8	9	22	-1	-6	-5	-1	0	-20
CC1CCCN(C(=O)Nc2ccc(Br)cc2Cl)C1 (configuration not stated)	-13	25	-23	-34	-3	-2	-22	-38	-6	-34	-29
O=C(/C=C/c1ccc(S(=O)(=O)N2CCOCC2)cc1)NCc1ccccc1	-5	19	-11	7	7	-5	-13	-23	-2	14	1
N#C/C(=C/c1ccc(F)cc1)c1nc(CCN2C(=O)c3ccccc3C2=O)cs1	-6	7	19	21	10	-42	-19	6	0	12	3
O=C1CCCC2=C1C(Cc1ccccc1)C1=C(CCCC1=O)O2	10	-19	7	-3	0	-4	-5	1	2	-12	0
Cc1ccc(C2CC(=O)N3CN(Cc4ccco4)CSC3=C2C#N)cc1 (configuration not stated)	-2	-11	8	-9	0	3	-22	3	-2	11	4
O=[N+]([O-])c1cccc(C(=S)N2CCN(c3ccccc3)CC2)c1	-22	-9	-31	-15	13	-14	-5	4	-5	9	11
CCOC(=O)C1Sc2[nH]c(=O)sc2C(c2ccc(Cl)cc2)C1C(=O)OCC (configuration not stated)	8	-6	6	.	3	-2	44	12	-7	3	12
COCCNC(=O)C1C(=O)Nc2ccccc2C(=O)N1Cc1ccccc1 (configuration not stated)	7	-13	-2	.	.	-15	.	.	.	.	1
C=CCOc1ccc(/C=N/NC(=O)C(=O)N2CCCCCC2)cc1OC	-11	-9	-2	6	4	-2	12	-9	-7	-5	21
COc1ccccc1P(=O)(c1ccccc1)c1ccc([N+](=O)[O-])cc1 (configuration not stated)	1	7	-3	-6	4	4	-5	12	-5	13	-18
CCCCC(CC)CNC(=O)CCS(=O)(=O)c1cccc2nonc12 (configuration not stated)	-6	-3	-27	-3	-3	8	-1	-7	-7	-4	10
CC(=O)Nc1ccc(OCC(O)CN2C(C)CCCC2C)cc1 (configuration not stated)	5	1	28	14	7	2	-1	2	0	-3	8
Cc1cc(C)cc(C(=O)NC(CC(N)=O)c2ccc(NC3CCCCCCC3)c([N+](=O)[O-])c2)c1 (configuration not stated)	1	-6	-16	-5	6	-12	-1	-6	-7	4	0
O=C(CCn1c(=O)c2ccccc2n(CC(=O)N2CCN(c3ccccc3)CC2)c1=O)NCc1ccco1	-17	5	-26	0	2	5	2	-17	10	13	1

Continuation.
SMILES	NR2F2 inh	C8 TRAIL sens	NCOA2 inhibitor	TROY NFkB inh	EBV LMP1 NFkB	NOD2-RIPK2 inh	TWEAK-Fn14 inh	NCOA1 inh	TLR9-MyD88 inh	NCOA3 inh	LRH-1 inv ag
COC(=O)C1(C)Nc2ccccc2C(=O)N1c1ccccc1OC (configuration not stated)	8	5	-44	2	4	6	-10	13	0	16	6
COc1cccc(C(=O)OCC(=O)c2ccc(Br)s2)c1OC	5	-10	-30	-28	3	-10	-18	-7	2	16	-8
Cc1cc(NC(=O)CCC(=O)N(CC(=O)NCC2CCCO2)c2ccc(Cl)c(Cl)c2)no1 (configuration not stated)	-10	-8	9	-1	-1	-13	16	19	-3	-37	17
Cc1ccc(OCCCC(=O)Nc2ccc(S(=O)(=O)Nc3cc(C)nc(C)n3)cc2)cc1	-8	-6	10	-7	2	-3	-7	2	-4	-24	-20
CCCc1nnc(SCC(=O)Nc2nc(C)cs2)n1CCOC	-17	17	-22	0	3	-10	24	-11	6	7	3
CC(C)c1ccc(CNCCCSc2ncccn2)cc1	8	1	3	6	-4	-6	-16	1	-4	-6	-6
COc1cc(CCC(=O)OCC(=O)Nc2ccc(Br)cc2F)cc(OC)c1OC	16	6	-15	0	0	-11	-9	-11	-2	1	8
CN(C)C(=O)c1cn(CCC#N)nc1-c1ccc2ccccc2c1	-8	1	11	8	-2	2	4	1	3	9	-6
Cc1cccc(N2CCN(C(=O)/C=C/c3cccs3)CC2)c1C	-13	5	-10	-61	1	0	-35	6	-10	-11	-14
CC(C)CC1C(=O)N(Cc2cn(Cc3ccco3)nn2)CCS(=O)(=O)N1Cc1ccc(-c2cccc(N(C)C)c2)cc1 (configuration not stated)	6	-6	-6	-8	9	8	-9	9	0	-23	-7
COc1ccc(-c2csc(NC(=S)NC(=O)c3cccs3)n2)cc1OC	5	2	-5	10	23	7	21	-32	-5	-2	-9

Shown with two lines to a compound: entries from further up.
The line under a structure holds: NR2F2 inh	C8 TRAIL sens	NCOA2 inhibitor	TROY NFkB inh	EBV LMP1 NFkB	NOD2-RIPK2 inh	TWEAK-Fn14 inh	NCOA1 inh	TLR9-MyD88 inh	NCOA3 inh	LRH-1 inv ag
COc1cccc(C(=O)OCC(=O)c2ccc(Br)s2)c1OC
    5	-10	-30	-28	3	-10	-18	-7	2	16	-8
CC(C)c1ccc(CNCCCSc2ncccn2)cc1
    8	1	3	6	-4	-6	-16	1	-4	-6	-6
COc1cc(CCC(=O)OCC(=O)Nc2ccc(Br)cc2F)cc(OC)c1OC
    16	6	-15	0	0	-11	-9	-11	-2	1	8

These rows are one share of the data, so the mix of outcomes need not match the whole.
